Screening data from PubChem.
RXFP1 ag: agonists of human relaxin receptor RXFP1 | Q9HBX9 | HEK293T-RXFP1 cAMP TR-FRET, 30 min; response scale: percent of porcine relaxin response, buffer zero | Potency, µM (titrated, usually from 57.5 µM), inactives show at the top dose activation, hits mostly activators | actives 0.3% (n = 370,000) | AID 2676; active = well fitted activation curve with a large enough effect; inconclusive = small, poorly fitted or top-dose-only effect; note: potency is the fitted concentration of half-maximal effect; % is set by controls: 0 for no effect and ±100 for the full control effect; nearly all actives have a fitted effect of over 60% in size; many of its hits are not listed in these tables
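cAMP rise read by TR-FRET after 30 min, 37C compound exposure (up to 58 uM) in RXFP1-transfected HEK293 cells with Ro 20174 present. EC50 from Hill-equation fits, with 29 nM porcine relaxin as 100% and buffer as basal.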
D1 ag: agonists of human D1 dopamine receptor; P21728; activation, % at 2 µM; HEK293 T-REx D1 cells, calcium flux, agonist mode; AID 504660; actives 1% (n = 360,000); in the data active = activation above about 30%; note: 0% is about no effect
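Tetracycline-induced HEK293 TREx D1 cells, force-coupled to calcium signalling, were dye-loaded with a no-wash calcium kit. Compound was pin-added after a 10 s baseline. Fluorescence was read kinetically at 1 cycle/s for 180 s, with calcium rises flagged as agonism.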
RXFP1 antag: blocks the human relaxin receptor RXFP1; Q9HBX9; activity change, negative = inhibition, % at 57.5 µM; HEK293-RXFP1, relaxin-stimulated cAMP HTRF, 30 min; hits give low values; actives 0.59% (n = 350,000);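 active = activity change of -60% or lower, but not beyond a set lower limit; inconclusive = change between -60% and -40%, or beyond the set limit; inactive = change above -40%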; note: % is set by controls: 0 for no effect and ±100 for the full control effect
D2 agonist: activates the human D2 dopamine receptor | P14416 | HEK293 T-REx D2 cells, calcium flux agonist mode | activation, % at 2 µM | actives 0.53% (n = 340,000) | AID 485358;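 active = activation over 3 SD above normal in the single-dose calcium agonist read, cut at about 30% in these data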; note: 0% is about no effect
Target sequence (P14416 whole entry, looked up): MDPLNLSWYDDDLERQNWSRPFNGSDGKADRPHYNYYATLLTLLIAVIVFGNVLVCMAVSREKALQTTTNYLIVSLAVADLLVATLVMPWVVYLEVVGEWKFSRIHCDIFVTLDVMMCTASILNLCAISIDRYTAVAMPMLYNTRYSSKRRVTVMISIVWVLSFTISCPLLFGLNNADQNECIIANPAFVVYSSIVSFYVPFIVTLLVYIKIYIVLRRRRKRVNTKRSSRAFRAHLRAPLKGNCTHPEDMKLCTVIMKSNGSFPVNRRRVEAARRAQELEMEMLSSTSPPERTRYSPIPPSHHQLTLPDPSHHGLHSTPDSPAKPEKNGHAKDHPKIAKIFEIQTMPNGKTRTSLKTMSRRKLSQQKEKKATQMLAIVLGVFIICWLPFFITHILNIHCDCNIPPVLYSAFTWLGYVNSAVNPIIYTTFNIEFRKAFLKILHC
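Agonism scored from kinetic calcium signal (1 read/sec, 180 s) following compound pin transfer, after a 10 s baseline. Cells: HEK293 Trex line expressing inducible D2 receptor coupled to calcium, dye-loaded after overnight culture at 30 C.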
D1 potentiator: potentiators of human D1 dopamine receptor | P21728 | HEK293 TREx D1 cells, calcium flux, dopamine EC20 potentiation | potentiation, % at 10 µM | actives 0.036% (n = 360,000) | AID 504651; in the data active = potentiation above about 30%; note: 0% is about no effect
TRHR enhancer: allosteric enhancers of human TRH receptor | enhancement, % at 2 µM | AID 493056 | P34981 | TRHR cells, fluo-8 calcium fluorescence, EC20 TRH enhancement | actives 0.66% (n = 360,000); in the data active = enhancement above about 30%; note: 0% is about no effect
Target sequence (P34981 whole entry, looked up): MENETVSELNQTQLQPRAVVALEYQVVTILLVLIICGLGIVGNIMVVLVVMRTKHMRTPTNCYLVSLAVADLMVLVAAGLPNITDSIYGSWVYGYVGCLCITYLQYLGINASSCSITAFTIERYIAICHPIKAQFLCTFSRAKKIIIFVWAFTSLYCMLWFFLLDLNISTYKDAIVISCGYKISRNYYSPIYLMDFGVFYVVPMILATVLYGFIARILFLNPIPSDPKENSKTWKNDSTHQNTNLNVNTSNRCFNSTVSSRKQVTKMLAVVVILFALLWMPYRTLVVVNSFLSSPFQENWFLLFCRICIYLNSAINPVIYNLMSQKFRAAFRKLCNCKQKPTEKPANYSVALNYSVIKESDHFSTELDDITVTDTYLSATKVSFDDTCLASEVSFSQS
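TRHR-expressing cells loaded with fluo-8 calcium dye were read kinetically (ex 480/em 530) during compound addition, then stimulated with an EC20 of TRH (10 nM final). Enhancement of the Gq-mediated intracellular calcium response was scored.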
D1 antag: human D1 dopamine receptor antagonism. P21728. HEK293 TREx D1 cells, calcium flux, dopamine EC80; hits give low values. activity change, negative = inhibition, % at 10 µM. actives 3.2% (n = 360,000); in the data active = activity change below about -30%; note: % is set by controls: 0 for no effect and ±100 for the full control effect
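Allosteric or orthosteric antagonism assessed as attenuation of the calcium response to EC80 dopamine, added 180 s after compound, in induced HEK293 Trex D1 cells loaded with no-wash calcium dye.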
D2 PAM: positive allosteric modulators of human D2 dopamine receptor; HEK293 T-REx D2, calcium flux, EC20 dopamine potentiation; AID 485347; potentiation, % at 10 µM; actives 0.34% (n = 340,000); P14416;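 active = potentiation over 3 SD above the plate norm, cut at about 30% in these data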; note: 0% is about no effect
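Using a no-wash calcium dye in inducible, force-coupled HEK293 Trex cells expressing D2, we tracked fluorescence each second for 180 s after compound, then for 180 s after EC20 dopamine to detect augmented signalling.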
D2 antag: D2 dopamine receptor (human) antagonism | P14416 | HEK293 TREx D2 cells, calcium flux, dopamine EC80 | inhibition, % at 10 µM | actives 2% (n = 340,000) | AID 485344; in the data active = inhibition above about 30%; note: 0% is about no effect
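Calcium mobilization kinetics were recorded at 1 s intervals in tetracycline-induced HEK293 T-REx D2 cells, first for 180 s after compound addition and then 180 s after EC80 dopamine.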
Starred values were filed as active, the others as inactive; u = inconclusive; x = not tested or not shown; & = joins results of further samples; ! = a repeat was not active. An excerpt, so the mix of outcomes need not match the whole.

Value order: RXFP1 ag, D1 ag, RXFP1 antag, D2 agonist, D1 potentiator, TRHR enhancer, D1 antag, D2 PAM, D2 antag
- Cc1ccc(-n2c(=O)[nH]cc(C(=O)Nc3ccc4c(c3)OCCO4)c2=O)cc1
    1.0%, -1, -1, 0.6, 4, 11, -5, 25, 10
- CC(=O)N/C(N)=N/c1nc2cc([N+](=O)[O-])ccc2o1
    -1.6%, 1, -4, 0.9, 3, -2, -3, -9, -16
- CCOc1ccc(-c2ccc(SCC(=O)NCC3CCCO3)nn2)cc1 (configuration not stated)
    1.3%, 1, -8, 0.4, -3, 6, 9, -3, -7
- O=C(CSc1n[nH]c(=O)[nH]c1=O)c1ccc([N+](=O)[O-])cc1
    0.0%, 3, -12, 0.6, -6, 2, 9, -6, -1
- CN(C)S(=O)(=O)c1cccc(NC(=S)N/N=C/c2cc(Br)ccc2O)c1
    2.2%, 47*, -84*, -1.7, -18, 8, -11, 3, -4
- CCCCN1C(=O)/C(=C2\SC(N3CCCCC3)=NC2=O)c2ccccc21
    -0.2%, 9, 2, -0.1, -4, -1, -11, -5, -1
- Cc1ccc(S(=O)(=O)N2CCC(NC(=O)c3cccnc3)CC2)cc1Cl
    -0.6%, 0, -3, -0.6, -8, 13, -12, 14, 0
- COc1ccc(-n2nc3c(c2NC(=O)c2ccc(S(=O)(=O)N4CCOCC4)cc2)CS(=O)(=O)C3)cc1
    3.3%, 10, -4, 0.8, 2, -2, 20, -7, -2
- CCn1c(SCC(=O)c2ccc(NS(=O)(=O)c3ccccc3)cc2)nnc1-c1cccs1
    1.6%, 3, -14, 0.1, 3, -8, 7, 15, 0
- CCOC(=O)c1c(C)[nH]c(N=Nc2cccc(C)c2)c1C
    5.0%, -1, 27, 1.0, -2, 2, -13, 13, 33*

Some entries already given, limited to D1 antag:
| Structure | D1 antag |
| --- | --- |
| CCCCN1C(=O)/C(=C2\SC(N3CCCCC3)=NC2=O)c2ccccc21 | -11 |
| Cc1ccc(S(=O)(=O)N2CCC(NC(=O)c3cccnc3)CC2)cc1Cl | -12 |

Next records.
Value order: RXFP1 ag, D1 ag, RXFP1 antag, D2 agonist, D1 potentiator, TRHR enhancer, D1 antag, D2 PAM, D2 antag
- CSc1ccc(/C=N/n2c(Cc3ccc(Br)cc3)n[nH]c2=S)cc1
    2.0%, 1, -4, 2.9, 1, -2, -4, 0, 2
- CCn1c(SCC(=O)N(C)c2ccccc2)nc2c([nH]c3ccccc32)c1=O
    8.0%, 1, -12, -0.1, -6, -1, -37*, -2, 11
- Cc1cccc(-n2nc3c(c2NC(=O)c2ccc(Br)o2)CSC3)c1
    -0.2%, 3, -18, x, -8, -3, -3, x, x
- O=S(=O)(Nc1ccccc1)c1ccc(F)cc1
    -1.3%, -1, -11, -0.4, -2, -6, -13, -9, -7
- COCCn1c(C)cc(C(=O)CSc2nc3nc(C)cc(C)n3n2)c1C
    3.6%, 1, 15, -0.8, -3, -2, 3, 1, 1
- COc1ccc(C(=O)O/N=C(/c2cccs2)C(C)(C)C)cc1
    1.0%, 8, -6, 0.1, -3, -2, 5, -2, -6
- COc1ccc(S(=O)(=O)Nc2ccc(C)cn2)cc1
    1.4%, 2, 4, 1.4, 7, -3, 35, -6, 17
- Cc1ccccc1-n1cnnc1SCC(=O)Nc1cccnc1Cl
    5.8%, 11, -6, -0.6, -4, -3, -21, 7, 13
- CCC(=O)NC(=S)Nc1ccc(S(=O)(=O)N2CCN(C)CC2)cc1
    -0.3%, 2, 7, -0.2, -10, -1, -21, -8, 8
- CCS(=O)(=O)c1ncc(Cl)c(C(=O)Nc2c(C(=O)c3ccc(C)cc3)oc3ccccc23)n1
    -0.6%, -1, x, 0.1, 0, -3, -27, 9, x
- CCOC(=O)Cn1c(=O)oc2cc(S(=O)(=O)N(C)c3cccc(C)c3)ccc21
    1.3%, 5, -11, 0.1, -8, 1, -4, 4, -11
- CCN1CCN(CCNC(=O)c2ccc3nc(-c4cccc(C)c4)c(-c4cccc(C)c4)nc3c2)CC1
    6.7%, 63*, -11, 0.0, -3, 1, -6, 2, 2
- COC(=O)CNC(=O)CN(c1ccc(OC)cc1OC)S(=O)(=O)c1ccccc1
    -2.1%, 0, x, 0.2, -2, 5, x, 0, 10
- O=C(NC1CCCC1)c1cccc2c1C(=O)c1ccc(Cl)cc1S2(=O)=O
    0.2%, -4, x, 0.2, -4, -2, x, 6, -7
- O=C(COc1ccc(Cl)cc1)NNC(=O)C(=O)N1CCCCC1
    -0.7%, 0, 4, -1.2, 0, 5, -26, -5, -19
- NC(=O)CCC(NS(=O)(=O)c1ccc(Cl)cc1)C(=O)NCc1ccc(Cl)cc1 (configuration not stated)
    0.3%, 0, x, 1.0, 0, 0, -6, -5, -8
- c1ccc(-n2ncc3cccnc32)cc1
    -0.9%, 3, -3, -1.5, 0, 4, 18, -21, 3
- CC(C)(C)CC(=O)Nc1cc2c3c(c1)CCC(=O)N3CCC2
    1.7%, 1, 4, 0.1, 1, -1, 11, 3, 35*
- S=c1[nH]nc(C2CCCCC2)n1/N=C/c1ccccn1
    0.3%, 2, 0, 0.6, 12, -9, -3, -12, -10
- CCN(CC)S(=O)(=O)c1ccc2c(c1)N(CC(=O)NCCN1CCOCC1)C(=O)CO2
    -3.5%, 2, -4, -0.4, 2, 3, 9, -4, -5

A few values from above.
Under D1 ag, `c1ccc(-n2ncc3cccnc32)cc1` is entered as 3
Under D2 agonist, `CC(C)(C)CC(=O)Nc1cc2c3c(c1)CCC(=O)N3CCC2` is entered as 0.1
Under D1 potentiator, `CCN1CCN(CCNC(=O)c2ccc3nc(-c4cccc(C)c4)c(-c4cccc(C)c4)nc3c2)CC1` is entered as -3
Under D2 PAM, `O=C(NC1CCCC1)c1cccc2c1C(=O)c1ccc(Cl)cc1S2(=O)=O` is entered as 6
Under D2 PAM, `NC(=O)CCC(NS(=O)(=O)c1ccc(Cl)cc1)C(=O)NCc1ccc(Cl)cc1` (configuration not stated) is entered as -5
Under D2 antag, `S=c1[nH]nc(C2CCCCC2)n1/N=C/c1ccccn1` is entered as -10

Full records from above:
`NC(=O)CCC(NS(=O)(=O)c1ccc(Cl)cc1)C(=O)NCc1ccc(Cl)cc1` (configuration not stated) in the list: RXFP1 ag: 0.3%; D1 ag: 0; RXFP1 antag: x; D2 agonist: 1.0; D1 potentiator: 0; TRHR enhancer: 0; D1 antag: -6; D2 PAM: -5; D2 antag: -8
`CCN(CC)S(=O)(=O)c1ccc2c(c1)N(CC(=O)NCCN1CCOCC1)C(=O)CO2` in the list: RXFP1 ag: -3.5%; D1 ag: 2; RXFP1 antag: -4; D2 agonist: -0.4; D1 potentiator: 2; TRHR enhancer: 3; D1 antag: 9; D2 PAM: -4; D2 antag: -5

The results go on:
Value order: RXFP1 ag, D1 ag, RXFP1 antag, D2 agonist, D1 potentiator, TRHR enhancer, D1 antag, D2 PAM, D2 antag
- COc1cccc(NC(=O)Cc2ccc3ccccc3c2)c1
    -0.1%, 2, 6, -0.1, -1, -11, -18, -4, 14
- O=C(O)c1cc2cc(F)ccc2[nH]1
    1.9%&-0.7%, 44*!, x, 3.9&1.7, 0&3, 3&17, 4&12, -10&5, 19&-2
- Cc1ccc(C2(c3ccc(C)cc3)NC(=O)N(CC(N)=O)C2=O)cc1
    -2.3%, 4, 12, -0.8, -6, -1, 32, 20, 9
- CCOC(=O)/C(=N/Nc1ccccc1OC)N1CCCc2ccccc21
    -0.8%, 9, -7, -0.7, -4, -7, 30, 11, 15
- CC(C)c1ccc(NC2CCCN(C(=O)CCN3CCCCO3)C2)cc1 (configuration not stated)
    -1.4%, 2, -6, 0.1, 4, -5, -10, -1, -2
- CCOc1ccc(C(=O)CSc2nnc3cc(C)c4ccccc4n23)cc1
    5.8%, 1, 2, 1.4, -1, -3, 2, 0, x
- Cc1cc(=O)n(CC(=O)NCCN2CCOCC2)c2c1c(C)nn2-c1ccccc1
    18%, 2, -6, -1.0, 3, -4, -11, -7, -12
- N#Cc1c(NC(=O)C2CCCO2)sc2c1CCCCC2 (configuration not stated)
    -1.5%, 7, -17, 0.7, -7, 1, -19, 11, -3
- Cc1ccc(CN2CCCN(CC(=O)Nc3ccc(C)cc3C)S2(=O)=O)cc1
    0.9%, 8, -31, -1.9, -3, 3, -18, 5, x
- CCOC(=O)C1=C(N)Oc2cc(O)ccc2C1c1ccccc1 (configuration not stated)
    -3.6%, 0, -12, 2.0, -3, 1, 8, 12, -4
- Oc1ccc(COCc2ccc(F)cc2)c2cccnc12
    0.6%, 3, x, x, -8, 25, -7, x, x
- CC(C)(C)OC(=O)NN1CC(=O)N2[C@@H](Cc3c([nH]c4ccccc34)C2(C)C)C1=O
    -2.9%, 2, -5, 1.1, 1, -3, 2, 5, -29
- CCCCNc1c(-c2ccc(OC)c(SC3CCCCC3)c2)nc2cnccn12
    18%, 3, x, 1.2, 5, 1, 3, 15, 3
- CCCOc1ccc(/C=C/c2c([N+](=O)[O-])c(=O)n(C)c(=O)n2C)cc1
    -1.2%, 4, -6, -0.9, -4, -8, 11, 8, 12
- CC(C)(O[C@@H]1O[C@H](CO)[C@@H](O)[C@H](O)[C@H]1O)[C@@H]1CC=C(C(=O)O)CC1
    1.1%, 0, x, -1.0, 1, -3, x, 10, -18
- O=c1cc(CSc2nnc(-c3cccnc3)n2-c2ccccc2F)nc2sccn12
    4.7%, 1, 2, 14, -6, -2, 10, 11, 2
- CCc1ccc(S(=O)(=O)c2nnn3c2nc(NCc2cccs2)c2sccc23)cc1
    u, 5, -2, 0.3, -5, 0, -11, 4, x
- O=C(NCCCc1ccccc1)C1CCC(=O)N(CCc2ccc(Cl)cc2)C1 (configuration not stated)
    -0.7%, 1, -15, -1.2, 0, -12, 3, 14, -16
- Cc1ccc(C(=O)N/N=C/c2c[nH]c3ccccc23)o1
    2.5%, 3, -11, -0.1, -13, 4, 1, -11, -2
- COc1ccccc1NC(=O)CSc1nccc(=O)[nH]1
    -0.1%, 4, -14, -0.5, -1, -6, -7, -6, 0
- COc1cccc(-c2nnc(SCC(=O)N(C)C3CCCCC3)o2)c1
    2.9%, -1, -8, -0.6, 0, -5, -9, -14, x
- O=S(=O)(c1ccc2ccccc2c1)n1nc(-c2ccco2)nc1NCc1cccc(Cl)c1
    -1.2%, 11, -5, 1.9, -2, -4, -42*, 6, x
